Bioassay records from PubChem.
mcGAS inh: mouse cGAS inhibition by luminescence; recombinant cGAS, Kinase-Glo ATP depletion luminescence; inhibition, % at 12.5 µM; 160,000 tested, 0.15% active; AID 1259399;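 also: 0% = negative control wells and 100% = reference inhibitor with no enzyme activity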
NPYLR7 agonist: mosquito NPYLR7 agonism; HEK293T NPYLR7/Galpha15, GCaMP6s calcium fluorescence; activation, % at 10 µM; 270,000 tested, 0.15% active; in the data active = activation above about 40%;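 also: 0% = vehicle and 100% = reference agonist at the receptor; some compounds past the cut are filed as inactive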
hcGAS inh: inhibitors of human cGAS; Q8N884; recombinant h-cGAS, ATP depletion, Kinase-Glo luminescence; inhibition, % at 12.5 µM; 290,000 tested, 0.081% active; AID 1259398;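 also: 0% = vehicle reaction and 100% = reaction without DNA for no activity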
Target sequence (Q8N884 whole entry, looked up): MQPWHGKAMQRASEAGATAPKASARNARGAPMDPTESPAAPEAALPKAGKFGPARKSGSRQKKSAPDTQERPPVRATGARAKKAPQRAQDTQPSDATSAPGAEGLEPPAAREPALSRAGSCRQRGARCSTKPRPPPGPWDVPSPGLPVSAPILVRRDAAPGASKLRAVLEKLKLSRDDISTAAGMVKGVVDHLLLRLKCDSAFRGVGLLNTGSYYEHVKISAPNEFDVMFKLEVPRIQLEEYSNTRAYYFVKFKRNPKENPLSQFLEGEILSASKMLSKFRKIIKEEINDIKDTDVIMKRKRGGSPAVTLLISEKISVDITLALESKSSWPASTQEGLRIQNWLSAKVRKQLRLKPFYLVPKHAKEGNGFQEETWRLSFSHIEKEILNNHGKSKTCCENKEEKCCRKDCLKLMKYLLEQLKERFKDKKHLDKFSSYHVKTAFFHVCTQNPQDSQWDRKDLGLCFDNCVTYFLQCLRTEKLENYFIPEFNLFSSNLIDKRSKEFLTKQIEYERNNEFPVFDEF
* marks the source's active call; other numbers are inactive results; · = no result given; & = joins results of further samples. Rule as the data show it, unless noted: active = inhibition above about 40%; inactive = the rest.

SMILES | mcGAS inh | NPYLR7 agonist | hcGAS inh
CCc1nc(CN(C)Cc2cccc(C(=O)Nc3nccn3C)c2)no1 | -11 | -7 | -5
Cc1cc(C(=O)N2CCCC(Nc3ccccc3)C2)c2ccc(F)cc2n1 (stereo not given) | · | 3 | -4
Cc1onc(-c2ccccc2)c1C(=O)Nc1sc2c(c1C(N)=O)CCCCC2 | · | 1 | -2
COc1ccc(CNC(=O)c2ccc(-c3ccc(OC)c(OC)c3OC)s2)c(OC)c1 | 0 | -10 | -4
CSc1cccc(NC(=O)CSc2ncc(S(=O)(=O)c3ccc(C)c(Cl)c3)c(=O)[nH]2)c1 | -7 | 7 | -4
Cc1c(NC(=S)NC(=O)c2ccccc2)c(=O)n(-c2ccccc2)n1C | -5 | -3 | -4
Cc1nn(CC(=O)N2CCNCC2C(=O)NCc2ccccn2)c(C)c1C (stereo not given) | · | 7 | -5
Cc1nn(-c2ccc(S(N)(=O)=O)cn2)c2c1CCCC2 | · | -3 | -12
COc1ccc(CNC2CN(C(=O)OC(C)(C)C)C2)c(OC)c1OC | · | 1 | -8
CCc1cccc2c(C(CC(=O)NCc3cccc(C(F)(F)F)c3)c3ccc(Cl)cc3)c[nH]c12 (stereo not given) | -5 | · | -3
COc1ccc(OC)c(C(=O)N(Cc2ccc(OCc3ccccn3)cc2)[C@H]2CCCCNC2=O)c1 | -12 | 15 | -8
CCn1c(CC2CCN(C(=O)c3csc(C(C)C)n3)CC2)nn(C)c1=O | -11 | 3 | -5
CCOC(=O)N1CCN(C2CCCNC2)CC1 (stereo not given) | -13 | 5 | -5
COc1ccc(CN2C(=O)C(=O)c3cc(OC(F)(F)F)ccc32)cc1 | · | -9 | -4
Cc1ccc(N2C(=O)c3cccc4cccc(c34)C2=O)cc1 | -4 | -6 | -7
CCc1c(C)nc2nncn2c1NCc1ccco1 | · | 2 | -7
CCc1nc(CN2CC[C@@H](c3ccc4c(c3)OCO4)[C@H](O)C2)c(C)[nH]1 | -17 | 4 | -1
CC(=O)Oc1ccc(/C=C2N=C(/C=C/c3ccc(Cl)cc3Cl)OC\2=O)cc1 | -3 | -6 | -2
CCCCC(CC)C(=O)N(Cc1cccc(OS(=O)(=O)c2cccc(C(F)(F)F)c2)c1)Cc1ccco1 (stereo not given) | -4 | 12 | -2
CC1CN(Cc2ccccc2)c2nc3c(c(=O)n(CCN4CCOCC4)c(=O)n3C)n2C1 (stereo not given) | · | 9 | -13
O=C(Nc1ccc(N2CCOCC2)cn1)C1CC2CCCC(C1)C2=O (stereo not given) | -3 | 4 | -6
CCOc1ccc(-c2ccnc(N3CCN(C(=O)c4c(Cl)ccc(C)c4F)CC3)n2)cc1 | -7 | 3 | -6
Cc1ccc(-n2ncc3c(=O)n(NC(=O)c4ccccc4C(F)(F)F)cnc32)cc1 | · | 5 | 1
COc1ncc(-c2ccc(C(C)N3CCOCC3)cc2)c(OC)n1 (stereo not given) | · | 10 | -5
O=C1/C(=C\c2ccccc2)SC(=S)N1CNc1ccccc1 | -2 | -7 | 3

Random excerpt: two entries already listed.
SMILES | mcGAS inh | NPYLR7 agonist | hcGAS inh
O=C(Nc1ccc(N2CCOCC2)cn1)C1CC2CCCC(C1)C2=O (stereo not given) | -3 | 4 | -6
O=C1/C(=C\c2ccccc2)SC(=S)N1CNc1ccccc1 | -2 | -7 | 3

Later entries.
SMILES | mcGAS inh | NPYLR7 agonist | hcGAS inh
CC(NC(=O)NCCC1=CCCCC1)c1nnnn1-c1ccccc1 (stereo not given) | · | 4 | -7
O=C1C2C3CCC(C3)C2C(=O)N1O (stereo not given) | · | -2 | -1
c1ccc2sc(NN=C3CCCCCC3)nc2c1 | · | 4 | 6
CN(C)c1ccc(N2C(N)=NC(N)=NC23CCCC3)cc1 | -3 | 19 | -8
CC(C)N1CC(OCc2ccc(OC(F)(F)F)cc2)CN(C(=O)c2cc[n+]([O-])cc2)CC1=O (stereo not given) | -7 | 20 | -22
c1ccc(-c2nnc3ccc(-c4cccc5ncccc45)cn23)cc1 | -6 | 32 | -2
CC(=O)N(Cc1cccnc1)c1nc2ccc(Cl)cc2s1 | -8 | -15 | 0
N[C@@H](C(=O)O)c1ccc(O)c(C(=O)O)c1 | · | -9 | -3
Cc1ccccc1-c1ncc(CN2CCC3(CCCO3)CCC2=O)s1 (stereo not given) | -12 | · | -7
CCN(CC(=O)Nc1ccc(OC)cc1)C(=O)NC(C)c1ccc(Cl)c(Cl)c1 (stereo not given) | · | 9 | -4
O=[N+]([O-])c1cccc(-c2nc3c4cnn(-c5ccccc5)c4ncn3n2)c1 | -8 | 0 | -8
CCCc1cc(C(=O)NC(C)C23CC4CC(CC(C4)C2)C3)n(C)n1 (stereo not given) | -5 | · | -11
CCOCC(=O)N1CCC2(CC1)CN(C1CCC1)CC2COC (stereo not given) | 0 | · | 0
O=C(Nc1ccc2c(c1)CN(Cc1cnc(-c3ccccc3)s1)CC2)C1CCCO1 (stereo not given) | · | 10 | -5
Cc1ccccc1CCN1CCCC(CN(C)C(=O)c2cc(C3CC3)[nH]n2)C1 (stereo not given) | · | 9 | -4
Cc1ccc(NC(=O)CSc2cn(CC(=O)N3CCOCC3)c3ccccc23)c(C)c1 | -7 | -6 | -6
c1nc(C2CCCNC2)cc(N2CC3C[C@@H]4CC2C[C@H](C3)C4)n1 (stereo not given in full) | · | 2 | -6
Cc1cc(NC(=O)CSc2nc3c(c(=O)n2-c2ccccc2)SCC3)no1 | · | -2 | -9
CC(=O)N1CCCc2cc(-c3ccccc3CO)ccc21 | · | 5 | -7
O=C(NCCS(=O)(=O)N1CCCC1)c1cnn2c1CCCC2 | -13 | 2 | -6
CCC(C)N(Cc1cccn1Cc1cccc(OC)c1)C(=O)CN(CCC(C)C)C(=O)N(C)C (stereo not given) | -4 | -2 | -3
COc1ccc(C(=O)N2CCc3nc(Cc4cccc(C)c4)nc(N4CCOCC4)c3C2)cc1 | -1 | 3 | 5
Cc1cccc(C)c1NS(=O)(=O)c1ccc2c(c1)OCCCO2 | · | 0 | -14
Fc1cc(F)c(C2c3cccn3CCCN2Cc2cccc(C(F)(F)F)c2)cc1F (stereo not given) | -5 | 21 | -4
Cc1ccc(C)c(Cn2ccnc2CN(CC2CCCO2)C(=O)c2cccc(F)c2)c1 (stereo not given) | -5 | 8 | -6

Not a retest: an excerpt of the list.
SMILES | mcGAS inh | NPYLR7 agonist | hcGAS inh
CCOCC(=O)N1CCC2(CC1)CN(C1CCC1)CC2COC (stereo not given) | 0 | · | 0
O=C(Nc1ccc2c(c1)CN(Cc1cnc(-c3ccccc3)s1)CC2)C1CCCO1 (stereo not given) | · | 10 | -5
Cc1ccccc1CCN1CCCC(CN(C)C(=O)c2cc(C3CC3)[nH]n2)C1 (stereo not given) | · | 9 | -4
Cc1ccc(NC(=O)CSc2cn(CC(=O)N3CCOCC3)c3ccccc23)c(C)c1 | -7 | -6 | -6
c1nc(C2CCCNC2)cc(N2CC3C[C@@H]4CC2C[C@H](C3)C4)n1 (stereo not given in full) | · | 2 | -6
Cc1cc(NC(=O)CSc2nc3c(c(=O)n2-c2ccccc2)SCC3)no1 | · | -2 | -9
CC(=O)N1CCCc2cc(-c3ccccc3CO)ccc21 | · | 5 | -7
O=C(NCCS(=O)(=O)N1CCCC1)c1cnn2c1CCCC2 | -13 | 2 | -6
CCC(C)N(Cc1cccn1Cc1cccc(OC)c1)C(=O)CN(CCC(C)C)C(=O)N(C)C (stereo not given) | -4 | -2 | -3
COc1ccc(C(=O)N2CCc3nc(Cc4cccc(C)c4)nc(N4CCOCC4)c3C2)cc1 | -1 | 3 | 5
Cc1cccc(C)c1NS(=O)(=O)c1ccc2c(c1)OCCCO2 | · | 0 | -14
Fc1cc(F)c(C2c3cccn3CCCN2Cc2cccc(C(F)(F)F)c2)cc1F (stereo not given) | -5 | 21 | -4
Cc1ccc(C)c(Cn2ccnc2CN(CC2CCCO2)C(=O)c2cccc(F)c2)c1 (stereo not given) | -5 | 8 | -6

Later entries:
SMILES | mcGAS inh | NPYLR7 agonist | hcGAS inh
CN1CCC2(CC1)CN(C(=O)c1cccc(-n3cccn3)c1)CCN2C | · | 20 | -5
Cc1ccc(C(C)NC(=O)c2cc3c(Cl)c(Cl)ccc3[nH]2)o1 (stereo not given) | · | 1 | -2
COc1ccc(NC(=O)C2(C)CCN2Cc2cccc(OC)c2OC)cc1OC (stereo not given) | · | 4 | -10
Cc1c(Cl)cccc1S(=O)(=O)N1CCN(C2c3ccccc3CCc3ccccc32)CC1 | 0 | -6 | 1
COc1cccc(CN(Cc2cccn2Cc2cccc(F)c2)C2CCCCC2)c1 | -2 | -1 | -2
Cn1nnnc1SCCNC(=O)CN1CCCCCC1 | -12 | 17 | 0
O=C(CCN1C(=O)COc2ccccc21)NCC(=O)Nc1cc(Cl)ccc1Cl | -6 | 2 | -5
S=c1[nH]nc(SCc2cccc3ccccc23)s1 | -3 | -6 | -5
Cn1cc(CC(=O)N(Cc2cccnc2)CC2CCN(C3CCCC3)CC2)c2ccccc21 | -6 | -1 | -2
O=C(CN1CCN(S(=O)(=O)c2cccc(C(F)(F)F)c2)CC1)NC1CCCCC1 | · | 0 | 1
CCOc1ccc(NC(=S)N2C(C(=O)O)Cc3[nH]cnc3C2c2ccccc2)cc1 (stereo not given) | -8 | 4 | -3
CCC(C)CN(CC(=O)N(Cc1ccccc1)Cc1cccs1)C(=O)Nc1c(Cl)cccc1Cl (stereo not given) | 2 | -4 | 4
COc1ccc(C(=O)N(CCCN2C(=O)c3cccc4cccc(c34)C2=O)c2ccccc2OC)cc1 | -7 | 4 | -3
O=c1[nH]n(-c2ccccc2)c2c(c1=O)CC/C2=C\c1ccccc1 | · | 4 | -8
COc1ccc(CN(C(=O)Cc2ccc(F)cc2)C(C)C)cc1OS(C)(=O)=O | -5 | -1 | -4
Cc1ccsc1CN(C)C(=O)c1ccccc1-n1cncn1 | · | 20 | -5
Cn1ccnc1CN1CCCC(CCc2ccc(F)cc2F)C1 (stereo not given) | · | 15 | -4
Cc1ccc(Nc2cc(Cl)nc(N)n2)cc1C | 1 | 11 | 2
CCOc1ccc(-n2c(=O)c3ccc(Cl)cc3n(CC(=O)N3CCOCC3)c2=O)cc1 | -2 | 1 | 1
OCCCc1nncn1-c1ccc(Cl)cc1 | · | -1 | -4
CC(=O)Nc1ccccc1NC(=O)CN1CCCC1c1nc2c(C)cccc2[nH]1 (stereo not given) | -16 | 3 | -6
CN1C(=O)C(=Cc2ccc(Cl)cc2)SC1=S | -7 | 3 | -6
O=C(CN1CCN(c2ccc([N+](=O)[O-])cc2)CC1)c1ccccc1 | · | -3 | 1
Cc1ccc2nc(C(C)C)c(NC(C)(C)CC(C)(C)C)n2c1 | -7 | 22 | -6
CCCC(=O)Nc1cc(-c2cn3nc(OC)ccc3n2)ccc1C | -9 | 8 | -9
Following part:
SMILES | mcGAS inh | NPYLR7 agonist | hcGAS inh
COCCNC(=O)Cn1c(=O)n(-c2ccc(C)c(C)c2)c(=O)c2ccccc21 | -4 | 31 | -1
COc1cc(C=CC(=O)Oc2ccc3c(c2)OCO3)cc2c1OCCO2 | -9 | -3 | -8
CCOC(=O)c1c(C)n(C)c2ccc(OC(=O)c3ccccc3Br)cc12 | -2 | -7 | -4
Cc1cccc2c(NC(CC(N)=O)C3CCOCC3)ncnc12 (stereo not given) | -19 | 3 | -7
CNc1nc2cnc(Nc3cccnc3)cc2n1-c1ccccc1 | -10 | 15 | -5
CCCCN(CC(=O)N1c2ccccc2-n2cccc2C1c1cc(OC)ccc1OC)C(=O)Nc1ccc(C)cc1C (stereo not given) | -2 | -7 | -5
O=C(Cn1nnnc1CN1CCCC1)NCCCc1ccccc1 | -4 | 0 | -8
O=C1NC(=S)S/C1=C/c1cn(CCOc2ccc(Br)cc2)c2ccccc12 | -7 | 4 | -5
Cc1ncsc1CN1CCC2(CCC(CN3CCOCC3)O2)CC1 (stereo not given) | -3 | · | -7
COCc1nsc(NCCN2CCN(C(C)=O)CC2)n1 | · | 6 | -7
CN(C)C1CCN(Cc2cccc(C(=O)Nc3cccc(CO)c3)c2)C1 (stereo not given) | -15 | 5 | 0
COCCN(CCN(C)C)C(=O)NC1COc2c1ccc(C)c2C (stereo not given) | · | 4 | -9
CCOC(=O)c1ccc2c(c1)nc(SCc1ccccc1CS(=O)(=O)c1ccccc1)n2CCOC | -7 | -6 | -7
O=C(NC1CCCc2ccccc21)C(C1CCCC1)N1CCN(C(=O)c2ccccc2Cl)CC1 (stereo not given) | 1 | -21 | 3
O=C(CCc1cnccn1)N1CCC2(CCCO2)CC1 | -12 | 9 | -5
FC(F)(F)c1cccc(N=c2oc3ccccc3cc2-c2nc3ccccc3[nH]2)c1 | -3 | -1 | -7
CC12C=CC(O1)C1C(=O)N(c3ccc(Cl)c(C(=O)O)c3)C(=O)C12 (stereo not given) | · | 11 | 0
O=C(c1ccccc1)N1CCN(c2cc(Oc3cccc(F)c3)ncn2)CC1 | 0 | -4 | 4
CC(C)CCn1c(N2CCN(CC(N)=O)CC2)nc2c1c(=O)[nH]c(=O)n2C | · | 6 | -5
Cc1ccc2[nH]c(C)c(CC(=O)n3ncc(C#N)c3N)c2c1 | · | -3 | -9
CC(Oc1ccc(C#N)cc1)C(=O)N1CCC(NC(=O)c2ccccc2)CC1 (stereo not given) | · | 1 | -11
CSc1ncc(Cl)c(C(=O)C(C#N)c2nc3ccc(I)cc3c(=O)[nH]2)n1 (stereo not given) | 9 | 1 | 19
CN(Cc1cn[nH]c1-c1cc2ccccc2o1)CC1COc2ccccc2O1 (stereo not given) | -5 | 3&-2 | -4&-6
NS(=O)(=O)c1ccc(F)c(C(=O)N2CCC3(CCCO3)CC2)c1 | -14 | 7 | -5
COc1ccc(C(=O)c2ccc(C)cc2)c(O)c1 | · | -1 | -4
COc1ccccc1C(=O)N1CCC2(CC1)NC(=O)c1ccc(Cl)cc1N2 | -5 | 3 | -8
COc1ccc(OC)c(N2CCN(C(=O)Cc3ccccc3)C(C)C2=O)c1 (stereo not given) | · | 1 | -6
Cn1c(NC(=O)/C=C\c2ccccc2)cc(=O)n(C)c1=O | -1 | 1 | -17
